High-throughput results as filed in PubChem.
12-LOX inh: inhibitors of human 12S-lipoxygenase ALOX12. purified 12hLO, xylenol orange hydroperoxide absorbance. AID 1671190. Potency, µM (titrated, usually from 108 µM), for inactives: top-dose activity change, negative = inhibition, actives largely listed as inhibitors. P18054. 580,000 tested, 1.1% active; active = well fitted inhibition curve with a large enough effect; inconclusive = small, poorly fitted or top-dose-only effect, or another doubt; inactive = no such curve, though single readings can be large or run the other way
Target sequence (P18054 whole entry, looked up): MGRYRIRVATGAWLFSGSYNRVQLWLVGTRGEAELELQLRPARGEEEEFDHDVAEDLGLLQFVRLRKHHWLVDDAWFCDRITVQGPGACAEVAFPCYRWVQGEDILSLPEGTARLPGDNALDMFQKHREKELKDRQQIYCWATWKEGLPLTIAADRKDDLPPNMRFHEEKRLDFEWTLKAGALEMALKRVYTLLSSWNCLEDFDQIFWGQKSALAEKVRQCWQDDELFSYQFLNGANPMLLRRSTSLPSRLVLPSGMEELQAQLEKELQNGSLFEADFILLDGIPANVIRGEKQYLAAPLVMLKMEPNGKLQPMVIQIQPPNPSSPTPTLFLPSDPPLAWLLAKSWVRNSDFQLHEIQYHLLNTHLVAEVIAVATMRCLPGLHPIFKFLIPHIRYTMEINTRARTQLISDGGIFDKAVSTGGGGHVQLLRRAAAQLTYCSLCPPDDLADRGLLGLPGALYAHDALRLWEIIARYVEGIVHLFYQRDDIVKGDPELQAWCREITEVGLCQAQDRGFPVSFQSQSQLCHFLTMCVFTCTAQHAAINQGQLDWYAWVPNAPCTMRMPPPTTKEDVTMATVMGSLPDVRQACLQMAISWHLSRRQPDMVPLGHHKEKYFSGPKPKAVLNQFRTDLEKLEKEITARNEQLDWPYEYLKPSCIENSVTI
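Purified human 12hLO (150 nM final) in 25 mM Hepes, 0.01% Triton X-100, pH 7.0 was preincubated 15 min at room temperature with compound. Then 40 uM arachidonic acid was added, 30 min. Hydroperoxide was read by Fe-XO absorbance ratio 573/405 nm.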
An asterisk follows results filed as active; u = inconclusive; [ ] = dose if it differs, or a comment. % is set by controls: 0 for no effect and ±100 for the full control effect; potency is the fitted concentration of half-maximal effect. Some of the compounds tested, so the mix of outcomes need not match the whole.

Molecule | 12-LOX inh
CCS(=O)(=O)N(C1CC1)C1CCOC2(CCN(C(=O)c3sc(C)nc3C)CC2)C1 (stereo not drawn) | 16%
COc1ccc2cc(C(=O)N3CCc4n[nH]c(=O)n4CC3)[nH]c2c1 | 41%
O=CNc1cc(-c2ccc(C(=O)NC3CC3)cc2)cn2c(-c3ccc(F)c(Cl)c3)cnc12 | u
Cc1ccccc1Cc1c(C)nc2c(C(=O)NCCc3noc(-c4ccncc4)n3)cnn2c1C | 7%
O=c1cc(CCc2ccccc2)[nH]c(=O)[nH]1 | -2%
CCCNC(=O)Cc1csc2nc(C)c(-c3cc(C)n(-c4ccc(Cl)c(Cl)c4)n3)c(=O)n12 | 3%
COc1ccc(C(=O)N2CCCC3(C2)NC(=O)N(Cc2ccc(C)cc2)C3=O)cc1 (stereo not drawn) | 17%
CC(C)(C)c1ccc(C(=O)N2CCCC(O)(CN3CCCC3)C2)cc1 (stereo not drawn) | 63%[activator]
CC(=O)N1CCN(c2nc(-c3c(C)noc3C)cc3cc(C(C)C)oc23)CC1 | u
COc1ccc(S(=O)(=O)N(C)C[C@@H]2OCc3cn(nn3)CCCC(=O)N([C@@H](C)CO)C[C@H]2C)cc1 | -15%
O=C(CCNc1c(-c2cccc(F)c2)nc2cnccn12)NCc1ccccc1 | u
O=C(N1CCOCC1)N1CCN(C2CCNCC2)C(=O)C1 | -3%[6.33 µM]
Cn1ncc(N2CCC(NC(=O)Cc3ccc(F)cc3)CC2)cc1=O | 54%[activator]
O[C@H]1CC[C@@H](Cc2cc(COc3ccccc3)on2)O[C@@H]1CNCc1cccnc1 | 0%[176 µM]
Cc1cc(C(=O)N2[C@@H]3CC[C@H]2CC(NC(=O)c2ccncc2)C3)nn1C (stereo partly drawn) | 54%[activator]
COc1ccc(CN2CCOc3nc(Cc4ccccc4)ncc3C2=O)cc1 | -17%[176 µM]
COc1ccc(Cn2c(=O)c3ccnn3c3ccc(C(=O)NCc4cccnc4)cc32)cc1 | 32%
O=C1c2cccc3cccc(c23)N1S(=O)(=O)c1cccs1 | u
CC(O)c1cc2n(n1)CCN(C(=O)CCc1nc3ccc(F)cc3[nH]1)C2 (stereo not drawn) | 20%
O=C(Cn1ccccc1=O)Nc1ccc(Br)cc1Br | u
CC(=O)c1ccc(NC(=O)CSc2nc(N3CCOCC3)c3c(c2C#N)CC(C)(C)OC3)cc1 | 23%
O=C(O)CN1CCCC1 | u
CC(C)NC(=O)C1(C)CCN1C(=O)C1(c2ccccc2)CC1 (stereo not drawn) | 10%
CC(=O)N1CC(C(=O)NC(C)c2ccccc2)CC(c2cccc(C)c2)C1 (stereo not drawn) | 9%
C[C@H]1CN([C@@H](C)CO)C(=O)CCCn2nncc2CO[C@H]1CN(C)C(=O)CCC(F)(F)F | 34%[activator]
O=C(CCCCCCCC(=O)Nc1ccc(C(=O)c2ccccc2)cc1)Nc1ccc(C(=O)c2ccccc2)cc1 | 40µM*
O=C(Cn1nc(N2CCCCC2)c2ccccc2c1=O)Nc1ccc(Cl)cc1 | 0%
O=C1CC2CCCC(C1)N2C(=O)N1CCCC1 | 19%[176 µM]
O=Cc1ccc(-c2c(-c3ccccc3)oc3c2C(OCCCCO)CCC3)o1 (stereo not drawn) | 0%
O=C(c1cccc(N2CCNC2=O)c1)N1CCCC(CCc2ccccc2F)C1 (stereo not drawn) | u
CCCCC(=O)N1CCN(C2CCN(CCC(C)C)C2=O)CC1 (stereo not drawn) | -1%
O=C(CCS(=O)(=O)c1ccc2c(c1)CCN2C(=O)C1CC1)NC1CCCCCC1 | 2%
CCCOc1ccc(-c2csc(-c3ccc(Cl)cc3)n2)cc1 | u
CNc1cccc(-c2ccccc2C(C)=O)n1 | -22%
O=C(Nc1cccc(F)c1)N1CCC(Oc2ncccc2C(=O)N2CCCCC2)C1 (stereo not drawn) | 7%
O=C(Nc1cccc(Cl)c1)N1CCC(c2noc(COc3cccnc3)n2)CC1 | 20%
CSCCc1nc(SCC(=O)Nc2ccc(C)cc2)[nH]c1C | u
Cc1ccc([S+](=O)([O-])N2CCC(N3CC4CCCN4C3=O)CC2)cc1 (stereo not drawn) | 2%
COCCCNC(=O)c1cc2c(=O)[nH]c(C)cn2n1 | 22%
Cc1ccc2[nH]cc(CCNC(=O)c3ccc(F)c(F)c3)c2c1 | 0%
CN1CCN(C(C(=O)O)c2c[nH]c3ccc(NC(=O)c4ccccc4)cc23)CC1 (stereo not drawn) | 1%
CC(=O)N1CC2(Cc3ccccc31)CN(C(=O)c1ccc(C)cc1)C2 | 50%[activator]
CC(=O)Nc1ccc(CN2CCCC3(CC(c4ccccn4)=NO3)C2)cc1 (stereo not drawn) | 1%[6.33 µM]
COc1ccc(C2(c3ccc(OC)cc3)C=Cc3c(ccc4cc(OC)ccc34)O2)cc1 | -54%
CC(NC(=O)c1ccc(O)c(Cl)c1)c1ccccc1F (stereo not drawn) | -31%

More compounds.
SMILES,12-LOX inh
O=C(c1ccon1)N1CC[C@@H]2[C@@H](CCC(=O)N2CC2CCNCC2)C1,-2%
O=C(NC1CCCc2c1[nH]c1ccccc21)c1n[nH]c2c1CCCC2 (stereo not drawn),22µM*
COc1ccc(C)cc1NC(=O)C1CN(S(=O)(=O)c2cccnc2)CC12CCCCC2 (stereo not drawn),42%[activator]
COC(=O)Cc1c([C@H](C)[C@@H](OC)c2ccccc2Br)nnn1Cc1ccccc1,-1%
CN(CC1CCOCC1)C(=O)c1cccs1,27%
Cc1cc(F)ccc1C(O)c1ncc(-c2ccccc2Cl)[nH]1 (stereo not drawn),1%
O=C1c2c(-c3ccc(Br)cc3)noc2CCN1Cc1cn(-c2ccccc2)nn1,8%
Cc1ccc2c(c1)nc1n2[C@@H](CNCc2nccn2C)COC1,70%[activator][176 µM]
CCc1nc2c(OCc3cc(Cl)cc(Cl)c3)cccn2c1N(C)C(=O)Nc1ccccc1OC,-4%
CCOC(=O)C1=CN(CC(=O)N(CC)c2cccc(C)c2)S(=O)(=O)N=C1C,4%
COC(=O)c1nnn(CC(=O)Nc2ccc(Br)cc2F)c1C(=O)OC,u
CCCn1c(=O)[nH]c(=O)c2c3c(cnc21)C(=O)CC(c1ccco1)C3 (stereo not drawn),-7%
C(=N\Nc1ccccc1)/c1cc(/C=N/Nc2ccccc2)cc(/C=N/Nc2ccccc2)c1,-78%
C[C@H]1CN([C@@H](C)CO)S(=O)(=O)c2ccc(Br)cc2O[C@H]1CN(C)C(=O)Nc1ccccc1F,-9%
COc1cc2c(cc1OC)[C@](C)(c1ccccc1)C[C@@H]2NCC=C(C)C,-3%
C=CCNC(=O)c1cn2c(n1)CN(C(=O)OCc1ccccc1)CC2,9%[6.33 µM]
CCNC(=O)Nc1ccc2c(c1)c(=O)n(C)n2Cc1ccc(Cl)cc1,14µM*
O=C1NCCCCCN(C(=O)CC2CCCCC2)[C@@H]2C[C@@H](C(=O)N3CCc4ccccc4C3)C[C@H]12,7%
c1ccc(C2CCN(c3ccc4nnc(-c5ccccn5)n4n3)CC2)cc1,28%[176 µM]
CC12CCC(C(=O)Nc3ccccc3)(CC1=O)C2(C)C (stereo not drawn),-3%
COCc1ccc2c(c1)c(OC(C)(C)C(=O)NCC(F)(F)F)nn2Cc1ccccc1,-7%[176 µM]
Cc1nnc(CSc2nnc(Nc3cccc(C)c3C)s2)o1,4%
O=C(COc1ncnc2c(Cl)cc(Cl)cc12)Nc1ccc(F)c(Cl)c1,-13%
O=C(c1cccc(Br)c1)N1CCN(c2cc(-c3ccc(F)cc3)[nH]n2)CC1,45%
Cc1ccc(-c2cc(C(=O)N(Cc3ccc(F)cc3)Cc3ccco3)no2)cc1,-29%
CC(C)C[C@H]1CNC(=O)C(=O)N1C[C@@H]1CCCN1C[C@H](CC(C)C)N1C[C@H](Cc2ccc(O)cc2)N(CCc2ccccc2)C(=O)C1=O,-18%
CCN1CC(c2ccccc2)CC2(CCN(C(=O)c3cnc(C)nc3)CC2)C1 (stereo not drawn),91%[activator]
COc1ccc(C(=O)N2CCCCCNC(=O)[C@@H]3CCC[C@@H]32)cn1,13%
CCCCN(Cc1ccccc1)c1ccc(NS(=O)(=O)c2cc(C)cc(C)c2)cc1C(=O)O,u
Cn1c(CCC(=O)N2CC[C@H](O)C2)nc2cc(S(=O)(=O)N3CCCC3)ccc21,16%
NC(=O)C1(N2CCCCC2)CCN(C(C(=O)O)c2ccc(N)c(F)c2)CC1 (stereo not drawn),-2%
CC1(C)[C@H]2CC[C@@H](CNC(=O)C3CC3)[C@@H]1C2,45%[activator][176 µM]
Cc1cn2nnc(C(=O)N3CCC(C(=O)Nc4ccc(F)c(Cl)c4)CC3)c2c(=O)[nH]1,13%
CNC(=O)c1cn2c(n1)CN(C(=O)c1cccnc1)CC2,1%[12.5 µM]
O=C(c1ccccc1Cl)N1CCN(C(=O)c2nnn3c2COC(c2ccccc2)C3)CC1 (stereo not drawn),14%
Cn1c(=O)c2c(ncn2CC(=O)N2N=C(c3ccc(Cl)cc3)CC2c2ccco2)n(C)c1=O (stereo not drawn),-16%
N#Cc1ccc(CN2CCC(N3CCOCC3=O)CC2)cc1,22%[6.33 µM]
CC(C)C[C@H]1CCC[C@H](CC(C)C)[N+]1(C)C,14µM*
CCS(=O)(=O)N1CCC(NC(=O)c2ccccc2C(=O)c2ccc(C)cc2)CC1,-21%
O=C(Nc1ccccc1Cl)c1ccccc1-c1ccccc1,7%
CCCCOCCCNC(=O)C[C@@H]1C[C@@]2(C(=O)OCC)CCC=C2N(Cc2cccc3ccccc23)C1=O,-23%
Cc1cc2[nH]c(C(=O)O)cc2c2ccccc12,u
COc1cccc(OC)c1C(=O)Nc1cc(C)c(O)c(-c2nc3ccccc3o2)c1,7%
Cc1cc(=O)n2c3ccccc3nc2n1CC(=O)c1ccc(Cl)cc1,u
COc1cccc(C(O)c2nc(-c3ccc(F)cc3OC)cs2)c1 (stereo not drawn),-3%
CC1(C(=O)NS(=O)(=O)c2ccccc2Cl)CCN1C(=O)CC1CCCC1 (stereo not drawn),-19%
CCc1cccc(NC(=O)COC(=O)c2ccc(C3Nc4ccccc4S(=O)(=O)N3)cc2)c1 (stereo not drawn),-13%
CC(C)(C)c1ccc(C(=O)Nc2c(N3CCCC3)c3ccccc3oc2=O)cc1,u
Oc1ccc(/C=C/c2nc(-c3ccc(F)cc3)cs2)cc1,u
Cc1ccc(OCc2nc(C3CCCCN3C(=O)NCc3ccc(F)cc3)no2)cc1 (stereo not drawn),3%

Looked up by structure from the entries so far, 5 records:
SMILES,12-LOX inh
CC1(C(=O)NS(=O)(=O)c2ccccc2Cl)CCN1C(=O)CC1CCCC1 (stereo not drawn),-19%
Cc1cc(=O)n2c3ccccc3nc2n1CC(=O)c1ccc(Cl)cc1,u
CCCCOCCCNC(=O)C[C@@H]1C[C@@]2(C(=O)OCC)CCC=C2N(Cc2cccc3ccccc23)C1=O,-23%
COc1cccc(OC)c1C(=O)Nc1cc(C)c(O)c(-c2nc3ccccc3o2)c1,7%
CCc1cccc(NC(=O)COC(=O)c2ccc(C3Nc4ccccc4S(=O)(=O)N3)cc2)c1 (stereo not drawn),-13%

Sorted by value in 12-LOX inh (largest number first): three of the compounds above
SMILES,12-LOX inh
O=C(CCCCCCCC(=O)Nc1ccc(C(=O)c2ccccc2)cc1)Nc1ccc(C(=O)c2ccccc2)cc1,40µM*
O=C(NC1CCCc2c1[nH]c1ccccc21)c1n[nH]c2c1CCCC2 (stereo not drawn),22µM*
CC(C)C[C@H]1CCC[C@H](CC(C)C)[N+]1(C)C,14µM*

More compounds
SMILES,12-LOX inh
Nc1nc(=O)n(C2CC(O)C(CO)O2)cc1Cl (stereo not drawn),-13%
COCCN(C)C[C@@H]1CN(C(=O)c2ccc(=O)n(C)c2)C[C@@H]1CO,-4%
O=C(Cc1ccc(F)cc1)NC1CCN(c2ccccc2)C1=O (stereo not drawn),21%
COc1ccc(-c2ccc(CN3C(CC(C)C)C(=O)N(Cc4cn(CC5CCCCC5)nn4)CCS3(=O)=O)cc2)cc1OC (stereo not drawn),1%
COCc1ccc2c(c1)c(OC(C)(C)C(=O)NCc1cnccn1)nn2Cc1ccccc1,9%
Cc1ccccc1CCNC(=O)C(C)C,7%
CCCOc1ccc(-c2nc(C#N)c(N3CCN(C(=O)c4ccco4)CC3)o2)cc1,-45%
CN(c1ccccc1)c1ccc2nnc(-c3ccc(F)cn3)n2n1,-18%[176 µM]
CCC(C)NC(=S)NCCc1ccccc1 (stereo not drawn),u
CC(NC(=O)C1CCN(C(=O)c2cccc3ccccc23)CC1)c1ccc(F)cc1F (stereo not drawn),u
N#Cc1cccc(-c2cn3c(n2)N(C(=O)c2ccccn2)CCC3)c1,60%[activator]
O=C(O)C(=Cc1ccccc1[N+](=O)[O-])c1ccc2c(c1)OCO2,-20%
CCc1cc(=O)[nH]c(-n2nc(C)cc2NC(=O)c2cccc3ccccc23)n1,u
CCOc1cc2c(cc1/C=C1\NC(=O)NC1=O)OCO2,-5%
O=C(C1CC1)N1CCC2(CC1)NCCc1c2[nH]c2ccccc12,9%
O=C(Oc1ccc2c(=O)c(-c3ccccc3)coc2c1)c1ccccc1Cl,-16%
C[C@H]1CN([C@@H](C)CO)C(=O)CCCn2nncc2CO[C@@H]1CN(C)C(=O)c1ccc2ccn(C)c2c1,0%
N#Cc1c(O)c2c(-c3ccc(-c4ccccc4O)cc3)csc2[nH]c1=O,24µM*
O=S(=O)(Nc1nc2ccccc2nc1Nc1ccc(F)cc1)c1cccc2nsnc12,1%
COCc1nnc2n1CCC(NC(=O)c1cscn1)CC2 (stereo not drawn),50%[activator]
N[C@@H]1CC[C@@H]1NC(=O)c1ccccc1OC(F)(F)C(F)F,30%
CN(Cc1ccccc1)C(=O)C[C@@H]1O[C@H](CNC(=O)C2CCCC2)[C@@H](O)[C@H]1O,23%[176 µM]
